From PubChem
NPYLR7 agonist – activates Aedes aegypti NPYLR7 receptor | HEK293T NPYLR7/Galpha15, GCaMP6s calcium fluorescence | activation, % at 10 µM | 0.15% of 270,000 active | AID 1259423; in the data active = activation above about 40%;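 note: 0% = vehicle and 100% = reference agonist at the receptor; some compounds past the cut are filed as inactive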
hcGAS inh – inhibitors of human cGAS; Q8N884; recombinant h-cGAS, ATP depletion, Kinase-Glo luminescence; inhibition, % at 12.5 µM; 0.081% of 290,000 active; AID 1259398;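 note: 0% = vehicle reaction and 100% = reaction without DNA for no activity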
Target sequence (Q8N884 whole entry, looked up): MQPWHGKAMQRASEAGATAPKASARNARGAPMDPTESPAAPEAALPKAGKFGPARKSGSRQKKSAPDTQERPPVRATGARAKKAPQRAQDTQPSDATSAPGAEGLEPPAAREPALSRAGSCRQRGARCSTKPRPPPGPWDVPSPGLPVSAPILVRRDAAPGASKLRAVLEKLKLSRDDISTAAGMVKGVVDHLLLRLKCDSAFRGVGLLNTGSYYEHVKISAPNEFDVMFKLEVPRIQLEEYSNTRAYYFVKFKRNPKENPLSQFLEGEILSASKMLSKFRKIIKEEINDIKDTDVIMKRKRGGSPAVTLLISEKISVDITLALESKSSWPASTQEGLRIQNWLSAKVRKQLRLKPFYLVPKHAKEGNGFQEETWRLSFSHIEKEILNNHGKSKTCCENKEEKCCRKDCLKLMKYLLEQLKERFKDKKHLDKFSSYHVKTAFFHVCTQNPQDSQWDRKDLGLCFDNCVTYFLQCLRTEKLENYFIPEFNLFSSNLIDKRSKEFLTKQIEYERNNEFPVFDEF
mcGAS inh – inhibitors of mouse cGAS; Q8C6L5; recombinant cGAS, Kinase-Glo ATP depletion luminescence; inhibition, % at 12.5 µM; 0.15% of 160,000 active; AID 1259399;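 note: 0% = negative control wells and 100% = reference inhibitor with no enzyme activity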
* marks the source's active call; other numbers are inactive results; nt = no result given; & = joins results of further samples. Cut-off read from the data, not from the text of the source, unless noted: active = inhibition above about 40%; inactive = the rest. The order is random. Share with any hit: about 0.27%.

SMILES | NPYLR7 agonist | hcGAS inh | mcGAS inh
CCOC1CC(N(C)C(=O)c2cnn(C)c2C(F)F)C12CCCC2 (stereo not given) | 13 | -6 | -18
COCCN(CC(=O)N(Cc1ccccc1)Cc1sccc1C)C(=O)Nc1cccc(F)c1 | 18 | -12 | -5
Cc1cc(C)cc(NC(=O)CSc2nnc(CCC(=O)O)c(=O)[nH]2)c1 | 10 | 0 | nt
N#Cc1cc(F)ccc1NC1CCN(S(=O)(=O)C2CC2)CC1 | -20 | -9 | nt
Cn1cc(CN2CCCC(CNC(=O)c3ccc(F)cc3)C2)c(-c2ccccc2)n1 (stereo not given) | 5&16 | -2&-6 | -12
Cc1ccc(-c2cc(C(=O)N(C)Cc3cnn(C)c3C)n[nH]2)o1 | nt | -2 | -14
COc1ccc(C(=O)N2CCC(OCC3=CCCN(C)C3)CC2)cc1 | 17 | -8 | nt
O=C(Cn1ncc(Cl)c(Cl)c1=O)N(Cc1ccco1)CC(F)(F)F | 0 | 2 | nt
O=C(OCC1CC2CCC1C2)c1cc(S(=O)(=O)N2CCOCC2)c[nH]1 (stereo not given) | -7 | -7 | -13
COc1ccc(CCN2CCC(CN(C)C(=O)C3CCOC(C)(C)C3)CC2)cc1 (stereo not given) | 6 | -12 | -11
CC(=O)Nc1ccc(CN2CCN(Cc3ccccc3F)C(CCO)C2)cc1 (stereo not given) | 7 | 2 | -7
O=C1c2ccccc2-c2onc3c(Br)cc(O)c1c23 | -3 | -4 | nt
CC(=O)N1CCCn2nc(C(=O)NCC(c3ccc(C)o3)N(C)C)cc2C1 (stereo not given) | 3 | 0 | nt
Cc1ccoc1C(=O)N1CCC(Oc2ccc(C(=O)NCCN(C)C)cc2Cl)CC1 | 1 | -8 | nt
CCOc1ccc(C(=O)c2c(N)c(C(=O)Nc3ccccc3CC)c3ccccn23)cc1 | -2 | -4 | -8
COc1cccc(-c2cccc(-c3ccc(NC(=O)Cc4ccc(F)cc4)cc3)n2)c1 | -12 | 0 | 1
COc1ccc2[nH]cc(C3=CCN(c4c(F)cc(C#N)cc4F)CC3)c2c1 | 7 | -6 | -17
COc1ccc(N2CCn3c(SCC(C)=O)nnc32)cc1 | 5 | -6 | -10
CCC(C)(C)NC(=O)C(=O)N1CCC2(CC1)CN(C)CCN2C | 0 | -3 | nt
Cc1ccc(-c2nc3ccc(F)cc3n2C(C)C)cc1N | 0 | -6 | nt
COc1ccc(C(=O)Nc2ccc(-c3nc4ccccc4c(=O)o3)cc2)cc1 | -10 | 2 | 0
CCCS(=O)(=O)N1CCN(c2nc(C)nc(C)c2Cc2ccccc2F)CC1 | 27 | -7 | -6
Cc1ccc(CN2C[C@@H](C(=O)O)C[C@H](C(=O)NCc3ccncc3)C2)cc1 | 5 | -2 | nt
CCOC(=O)c1nn(Cc2ccccc2)c2c1CN(C(=O)CCc1scnc1C)CC2 | 19 | 0 | -15
COc1ccc(CNCc2cccnc2N2CCCCCCC2)cc1F | 17 | -6 | -9
CNS(=O)(=O)c1ccc(CN(Cc2ccsc2)Cc2ccco2)cc1 | 0 | -6 | nt
O=C(C1CCC1)N1CCCN(c2cc(Oc3ccc(F)c(Cl)c3)ncn2)CC1 | -12 | 2 | -3
O=C(c1ccc(-c2ccccc2)cc1)N(Cc1nc2cc(Cl)ccc2o1)C1CCCC1 | 6 | -6 | -6
CN1CC2(CCCN(C(=O)c3cnc4c(c3)nnn4C)CC2)OC1=O (stereo not given) | 3 | -4 | nt
CC1CCC2(CC1)NC(=O)N(NC(=O)CSc1ncccn1)C2=O (stereo not given) | 8 | -5 | -10
COc1ccc(-n2nnc(C(=O)OCc3nc(-c4ccccc4OC)oc3C)c2C)cc1 | 11 | -6 | -8
O=C(CCn1c(=O)[nH]c(=O)c2ccccc21)Nc1ccccc1 | 2 | -7 | nt
CNc1nc2cnc(Nc3cccc(C)c3)cc2n1-c1cccc(C(F)(F)F)c1 | 10 | -7 | -8
O=C(NC1CC1)c1cc(-c2ccc(F)cc2)nc2cc(-c3ccccc3)nn12 | -1&3 | -6&-6 | -9&-7
O=C(CSc1nc2ccccc2s1)N/N=C\c1ccccc1F | 2 | 3 | 1
CN1CCN(C(=O)c2nn(-c3cccc(Cl)c3)c(=O)n(Cc3cccc(F)c3)c2=O)CC1 | 0 | -6 | -6

Rewritten as comma-separated lines: three of the compounds above.
SMILES,NPYLR7 agonist,hcGAS inh,mcGAS inh
CNS(=O)(=O)c1ccc(CN(Cc2ccsc2)Cc2ccco2)cc1,0,-6,nt
O=C(C1CCC1)N1CCCN(c2cc(Oc3ccc(F)c(Cl)c3)ncn2)CC1,-12,2,-3
O=C(c1ccc(-c2ccccc2)cc1)N(Cc1nc2cc(Cl)ccc2o1)C1CCCC1,6,-6,-6

Continuation:
SMILES | NPYLR7 agonist | hcGAS inh | mcGAS inh
Cc1ccsc1CN(Cc1ccccc1)C(=O)CN(C(=O)/C=C/c1ccccc1)C(C)C | -3 | 10 | -3
O=S(=O)(c1ccc2c(c1)nc(SCc1ccc(C(F)(F)F)nc1)n2C1CCCC1)N1CCCC1 | 6 | -1 | -1
COc1ccc(Br)c(NC(=O)NCc2ccco2)c1 | 7 | -3 | nt
CC(=O)OC1CCC2(C)C(C(OC=O)CC(C)C23CCC2(COC(O)C2)O3)C1C (stereo not given) | 22 | -3 | -1
CC(C)c1cc(=O)[nH]c(-n2nc(-c3cccs3)cc2NC(=O)CSCc2ccccc2)n1 | 0 | 4 | nt
COCCNC(=O)CSc1nc2[nH]ncc2c(=O)[nH]1 | 1 | 4 | nt
O=C(O)CCc1nnc(SCC(=O)Nc2cccc(F)c2)[nH]c1=O | 10 | -6 | nt
Cc1c(C(=O)NCc2ccc3c(c2)OCCO3)sc(=O)n1Cc1ccccc1C(F)(F)F | -5 | -5 | nt
CCOCCOc1nc(-c2ccc(C(F)(F)F)cc2)n(-c2ccc(NC(=O)c3ccc4c(c3)OCO4)cc2)n1 | nt | 6 | -3
CCN(Cc1nccn1Cc1ccccc1C(F)(F)F)C(=O)c1cccc(OC)c1 | 3 | 14 | -3
CC(Sc1nnc(-c2cccnc2)o1)C(=O)N1CCOCC1 (stereo not given) | 8 | -4 | nt
COc1cccc(O)c1CN1CCCC(c2[nH]ncc2CC(C)C)C1 (stereo not given) | 24 | -4 | -8

Looked up above:
Under hcGAS inh, Cc1c(C(=O)NCc2ccc3c(c2)OCCO3)sc(=O)n1Cc1ccccc1C(F)(F)F is entered as -5
Under mcGAS inh, CCN(Cc1nccn1Cc1ccccc1C(F)(F)F)C(=O)c1cccc(OC)c1 is entered as -3

Following part
SMILES | NPYLR7 agonist | hcGAS inh | mcGAS inh
CC1(C)C(=O)NC(=O)N1CC(=O)N1CC(c2cccnc2)C1 | 2 | -2 | -16
Cn1nnc2c(=O)n(Cc3ccc(C(F)(F)F)cc3)cnc21 | 0 | -5 | nt
Cc1cn(C)nc1C(=O)N(Cc1ccccn1)c1nc2c(Cl)cccc2s1 | 4 | 3 | -2
NS(=O)(=O)c1ccc(CCNC(=O)Cc2csc(SCc3ccc(Cl)cc3)n2)cc1 | nt | -6 | -8
O=C(CCc1nc(C2CC2)no1)N1CCCC(n2cncn2)C1 (stereo not given) | 4 | -4 | nt
CCC(C)N(Cc1cccc(OS(=O)(=O)c2ccc(F)cc2)c1)C(=O)Nc1c(C(C)C)cccc1C(C)C (stereo not given) | -6 | -11 | -6
Cn1c(=O)c2c(-c3c(F)cccc3Cl)c(Nc3ccccc3)oc2n(C)c1=O | -6 | -2 | -7
CC(C)Cc1nnc(-c2cc3ccccc3n2CC(=O)NCc2ccccc2Cl)o1 | -1 | -2 | -2
CS(=O)(=O)N1CCC(C(=O)Nc2c3c(nn2CC(=O)NCc2ccc(F)cc2)CSC3)CC1 | 2 | -5 | -5
C=C(C)Cn1c(CN2CCOCC2)nc2c1c(=O)n(C)c(=O)n2C | 9 | -3 | nt
COC(=O)c1ccc(CSc2nc3c(cnn3CCO)c(=O)[nH]2)cc1 | 2 | 0 | nt
CCOc1ccc(C(C2Sc3nc(CC)nn3C2=O)N2CCN(C)CC2)cc1 (stereo not given) | -2 | -4 | -6

Two of the compounds above, with each value named.
> Cn1c(=O)c2c(-c3c(F)cccc3Cl)c(Nc3ccccc3)oc2n(C)c1=O
  NPYLR7 agonist: -6 | hcGAS inh: -2 | mcGAS inh: -7

> COC(=O)c1ccc(CSc2nc3c(cnn3CCO)c(=O)[nH]2)cc1
  NPYLR7 agonist: 2 | hcGAS inh: 0 | mcGAS inh: nt

(list continues)
SMILES | NPYLR7 agonist | hcGAS inh | mcGAS inh
COc1ccccc1CN1C(=O)C(C)ON=C1c1ccc2c(c1)CCO2 (stereo not given) | 4 | 0 | nt
CCOc1ccc(CN2CCN(Cc3cc(C)cc(C)c3)C(=O)C2)cc1CO | 8 | -5 | -10
CC(C)Cn1cncc1CN1CCCN(Cc2ccc(F)cc2)C(C(C)C)C1 (stereo not given) | nt | -1 | -9
COc1cccc(COC(CN2CCN(C(=O)c3cccc(OC)c3)CC2)c2ccc(Cl)cc2)c1 (stereo not given) | nt | -2 | -5
CCOc1ccccc1C(=O)N1CCC(N)CC1 | -1 | -3 | nt
Cc1cc(C2CCC2)nc(N(C)CCc2ccccn2)n1 | -5 | -9 | -13
NC(=O)C1CCCN(Cc2cc(F)cc3c2OCOC3)C1 (stereo not given) | 15 | -12 | -7
COC(=O)c1ccc(C2CCN(C(=O)CN3C(=O)C(Oc4ccccc4)C3c3ccncc3)CC2)cc1 (stereo not given) | 4 | -5 | nt
CCC(C)NC(=O)c1coc(CN(CCN2CCOCC2)Cc2cc(OC)ccc2OC)n1 (stereo not given) | 11 | -1 | -3
Cc1cccc(NC(=O)c2ccccc2[N+](=O)[O-])n1 | 17 | -18 | -6
COc1cc(-c2nc3cc(C)ccn3c2NC(C)(C)CC(C)(C)C)ccc1OC(=O)c1cccc(F)c1 | 7 | -2 | -7
CC(C)N(CC(=O)Nc1cc(-c2ccccc2)nn1-c1ccccc1Cl)C(=O)c1cc(Cl)cc(Cl)c1 | 17 | -5 | -6
Cc1cc(Oc2cc(Cl)ncn2)ccc1Cl | 17 | -4 | nt
CC(=O)c1cc2ncc(C(=O)N3CCN(c4cc(Cl)ccc4C)CC3)cc2[nH]1 | -1 | -2 | -4
COc1ccc(OCCCN2C(=O)C3(CC(=O)N(Cc4ccccc4)C3=O)c3cc(C)ccc32)cc1 (stereo not given) | 22 | 0 | -3
CCCCc1ccc(C(=O)NC(C(=O)Nc2nnc(-c3cccc(Cl)c3)s2)C(C)CC)cc1 (stereo not given) | 14 | -3 | -5
CCn1c(C)c(C(=O)CN(CCC(C)C)S(=O)(=O)c2c(C)cc(C)cc2C)c(C)c1C(=O)OC | -11 | -6 | -5
CCC(C(=O)O)n1nnc(-c2ccsc2)n1 (stereo not given) | 0 | -7 | nt
CC(C)CC1NC(=O)c2ccccc2N(CC(=O)NCCCn2ccnc2)C1=O (stereo not given) | 13 | -6 | nt
CC(=O)C1=C(c2ccc(Br)cc2)N(C(C)=O)n2c(nnc2-c2ccc(C)cc2)S1 | 6 | -12 | nt
Cc1nc(C2CC2)nc2sc(C(=O)Nc3cccc(C#N)c3)c(N)c12 | 9 | -5 | nt
Nc1nnc(-c2ccccc2I)s1 | -1 | -7 | -2
CCc1ccc(C2CCCN2C(=O)c2cccc3c2OCC(=O)N3)o1 (stereo not given) | -24 | -6 | nt
O=C(c1ccc([N+](=O)[O-])o1)N1CCC(n2c(=O)oc3ccc(Cl)cc32)CC1 | 28 | -5 | -8
COc1nn(C)cc1-c1n[nH]c(=S)n1C | -1 | -12 | nt
C#CCOCC(O)CN(Cc1ccccc1Cl)CC1CC(c2ccc(F)cc2)=NO1 (stereo not given) | -2 | -3 | -4
C=C(C(=O)OC)C1C(O)CC2(C)C(O)CCC(O)(CO)C2C1O (stereo not given) | -2 | -6 | -6
O=C(c1ccc(CSc2nc(-c3ccccc3)cc(N3CCN(c4ccccc4Cl)CC3)n2)cc1)N1CCCC1 | 7 | -6 | -5
Fc1ccc(N=Cc2ccc[nH]2)cc1 | 5 | 2 | nt
CCCc1cc(C(=O)N2C[C@@H](N)C[C@H]2C(=O)NC(C)C)ccn1 | nt | -9 | -12
C[C@@H](NC(=O)c1ccccc1NCC(=O)O)c1ccccc1 | 8 | -2 | -16
O=C(NCCC1CN(Cc2cnc[nH]2)CCO1)Nc1ccccc1 (stereo not given) | 0 | 2 | nt
Cc1ccc2cc(CN3CCn4cccc4C3c3ccccn3)c(=O)[nH]c2c1 (stereo not given) | 2 | -12 | nt
Cc1cc(C)cc(N2CCN(c3nc(C)nc4c3CCNC4)CC2=O)c1 | 4 | -6 | nt
COc1c(-c2coc3cc4c(cc3c2=O)CC(OC(C)=O)C(C)(C)O4)ccc2c1C=CC(C)(C)O2 (stereo not given) | 0 | -5 | -7
COc1ccc(S(=O)(=O)N(CC(=O)NCc2cccnc2)c2ccc(C)cc2)cc1OC | -4 | -3 | -3
CCC(C)CNC(=O)C(C1CCCC1)N1CCN(C(=O)c2ccc(Cl)cc2)CC1 (stereo not given) | -9 | -3 | -6
COc1cccc(-c2cc(C(=O)N3CCN(c4cccc(Cl)c4)CC3)nc3cc(C(C)(C)C)nn23)c1 | -10&20 | -8&-4 | -8&-6
Cc1cccnc1NC(=O)C1CCCN(c2ccc(-c3ccccc3)nn2)C1 (stereo not given) | -12 | 1 | -3
O=C(Nc1ccc(N2CCN(C(=O)c3cccnc3Cl)CC2)nc1)c1ccc(F)cc1 | -4 | -5 | -7
Cc1ccc(C(=O)Cn2cnc3sccc3c2=O)s1 | -3 | 2 | nt
COc1ccc(-c2onc3c2CCC3)cc1NC(=O)c1ccc(SC(F)(F)F)cc1 | 3 | -2 | -5
CC(Sc1nnnn1C1CC1)C(=O)Nc1ccccc1Sc1ccccc1 (stereo not given) | -5 | -2 | -6
